# JMJD2A Tudor inh: JMJD2A Tudor domain (human) inhibition; O75164; AlphaScreen JMJD2A-Tudor / H3K4me3 peptide binding; Potency, µM (doses to about 114 µM), for inactives: at the top dose activity change, negative = inhibition, actives largely listed as inhibitors; 390,000 tested, 4.4% active; AID 504339; further: potency means the concentration at half of the fitted maximal effect; on the % scale 0 is the no-effect control and ±100 the full control effect; nearly all actives have a fitted effect of over 50% in size
# ERG-DNA inh: ERG Ets/DNA interaction inhibition. fluorescence polarization, His-ERG Ets domain / labelled DNA. Potency, µM (doses to about 76.9 µM), for inactives: top-dose FP activity, negative = inhibition, most hits filed as inhibitors. 370,000 tested, 0.028% active. AID 624246; active means well fitted inhibition curve with a large enough effect in the polarisation, with a control signal flat; inconclusive means small, poorly fitted or top-dose-only effect, or effect the other way, or a change in a side signal; inactive means no such curve, though single readings can be large or run the other way; the % refers to the polarisation;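 further: polarization taken with two DNA probes labelled with fluorescein and Texas red; potency means the concentration at half of the fitted maximal effect; % of control where 0% means no effect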
#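 His-tagged ERG Ets domain (1 uM in the protein solution; 300mM KCl, 50mM Tris-HCl, 1mM EDTA, 1mM DTT, pH 7.5) received compound, then a probe mix of 5 nM fluorescein-DNA and 100nM Texas-615-DNA. Fluorescence polarization was read for both dyes.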
# GLS inh: blocks human kidney-isoform glutaminase activity. Potency, µM (series often up to 45.5 µM), inactives show at the highest dose activity change, negative = inhibition, actives largely listed as inhibitors. AID 624170. GLS enzymatic activity, qHTS titration. 410,000 tested, 0.21% active; further: potency means the concentration at half of the fitted maximal effect; on the % scale 0 is the no-effect control and ±100 the full control effect
#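 Assay buffer: 45 mM KH2PO4 pH 8.2, 0.02% Tween-20. hKGA acts on L-glutamine (1 mM solution added); product glutamate is reported by an oxidase/peroxidase Amplex Red coupling, with fluorescence taken at baseline and 30 min.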
# BAZ2B block: blocks human BAZ2B. 360,000 tested, 4.4% active. Q9UIF8. AlphaScreen BAZ2B-H3K14Ac peptide displacement. AID 504333. Potency, µM (titrated, usually from 114 µM), inactives show at the highest dose activity change, negative = inhibition, usual class: inhibitors; further: potency means the concentration at half of the fitted maximal effect; on the % scale 0 is the no-effect control and ±100 the full control effect; nearly all actives have a fitted effect of over 60% in size
#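 BAZ2B (50 nM) with biotin-H3(5-23)K14Ac peptide (50 nM) in PBS pH 7.4, 0.01% Tween-20, preformed 30 min, then compound 30 min at room temperature; top concentration 110uM. AlphaScreen streptavidin donor/nickel chelate acceptor beads (10 ug/mL final), 20 min dark, signal read.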
# RGS4 inhibitor: human RGS4 inhibition. Potency, µM (series often up to 114 µM), inactives show at the highest dose activity change, negative = inhibition, usual class: inhibitors. Transcreener GDP fluorescence polarization, RGS4-accelerated GTP hydrolysis. AID 504845. 390,000 tested, 0.039% active; further: potency means the concentration at half of the fitted maximal effect; on the % scale 0 is the no-effect control and ±100 the full control effect; nearly all actives have a fitted effect of over 75% in size; some results filed as inactive show a strong effect at the top dose
# Target sequence (P49798 whole entry, looked up): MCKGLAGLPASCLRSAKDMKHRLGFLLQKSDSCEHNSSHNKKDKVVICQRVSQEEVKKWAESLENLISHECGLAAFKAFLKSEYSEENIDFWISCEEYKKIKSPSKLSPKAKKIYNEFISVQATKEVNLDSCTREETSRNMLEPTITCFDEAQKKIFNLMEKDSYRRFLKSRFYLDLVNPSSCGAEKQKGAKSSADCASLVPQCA
#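 MLSMR compounds (23 nl, pin-transferred) preincubated 10 min at room temperature with a 500nM (2x) first reagent, then RGS4 at 900nM (2x) plus Transcreener GDP mix added; fluorescence polarization (620/688 nm) read before and after 90 min at 30 °C.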
# PI4K2A block: PI4K2A (human) kinase inhibition. purified PI4K2A, ADP-Glo luminescence, 1 h; active compounds read low. activity change, negative = inhibition, % at 76.9 µM. 420,000 tested, 0.13% active. AID 1346378; in the data active means activity change below about -50%; inconclusive means mostly about -30% to -49%;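 further: -100% = wells without enzyme as full effect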
#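 Compounds are screened against recombinant PI4K2A using PI as substrate and ATP, the latter dispensed at 300 microM. Reactions run one hour at ambient temperature before ADP-Glo detection; full inhibition defined by wells lacking enzyme.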
# 12-LOX inh: inhibitors of human 12S-lipoxygenase ALOX12. 580,000 tested, 1.1% active. purified 12hLO, xylenol orange hydroperoxide absorbance. Potency, µM (highest dose often 108 µM), for the others: at the highest dose activity change, negative = inhibition, usual class: inhibitors; further: potency means the concentration at half of the fitted maximal effect; on the % scale 0 is the no-effect control and ±100 the full control effect
#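 Hydroperoxide product was detected by ferrous iron/xylenol orange as the 573 to 405 nm absorbance ratio. Arachidonic acid at 40 uM (final) was turned over for 30 min at room temperature by 150 nM human 12hLO, pH 7.0 Hepes buffer, after 15 min compound preincubation.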
# G9a block: G9a (human) methyltransferase inhibition; Q96KQ7; G9a H3K9 monomethylation, AlphaScreen, 2 h; Potency, µM (titrated, usually from 102 µM), inactives show at the highest dose activity, negative = inhibition, usual class: inhibitors; 350,000 tested, 8.8% active; AID 504332; further: potency means the concentration at half of the fitted maximal effect; on the % scale 0 is the no-effect control and ±100 the full control effect; nearly all actives have a fitted effect of over 75% in size
# Target sequence (Q96KQ7 913-1193 limits assumed): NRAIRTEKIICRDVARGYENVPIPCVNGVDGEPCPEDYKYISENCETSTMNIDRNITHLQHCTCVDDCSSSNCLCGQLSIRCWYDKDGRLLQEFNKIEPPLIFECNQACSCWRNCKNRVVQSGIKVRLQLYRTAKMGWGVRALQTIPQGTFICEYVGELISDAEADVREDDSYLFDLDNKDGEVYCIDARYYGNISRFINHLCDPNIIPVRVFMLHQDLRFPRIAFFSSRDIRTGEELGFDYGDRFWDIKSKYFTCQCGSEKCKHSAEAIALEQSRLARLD
#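 Enzyme 20 nM + cpd, 15 min RT; add b-H3K9 pep 500 nM / SAM 20 uM; 2 h RT; anti-H3K9me1 Ab 0.5 ug/mL + SA donor / anti-rabbit acceptor beads 20 ug/mL each, 10 min; AlphaScreen read.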
# HP1b binding inh: HP1-beta chromodomain-methylated histone interaction inhibition; P83916; AlphaScreen HP1-beta / biotin-H3K9me3 peptide binding; Potency, µM (doses to about 114 µM), for the others: at the top dose activity change, negative = inhibition, actives largely listed as inhibitors; 390,000 tested, 0.56% active; AID 540317; further: potency means the concentration at half of the fitted maximal effect; nearly all actives have a fitted effect of over 70% in size; inactives centre near 23
# Target sequence (P83916 whole entry, looked up): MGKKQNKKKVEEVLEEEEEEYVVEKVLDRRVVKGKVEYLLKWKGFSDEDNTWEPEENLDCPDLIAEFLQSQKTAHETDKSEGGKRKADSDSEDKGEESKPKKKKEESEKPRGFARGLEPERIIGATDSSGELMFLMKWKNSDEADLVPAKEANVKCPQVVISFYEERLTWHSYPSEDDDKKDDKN
#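 HP1-beta protein (50 nM final) preincubated 30 min at room temperature with biotinylated H3(1-18)K9me3 peptide (50 nM) in PBS pH 7.4, 0.01% Tween-20, then compound added for 30 min. AlphaScreen streptavidin donor/nickel chelate acceptor beads (10 ug/mL final), 30 min dark, luminescence read.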
# The depositor's hits bear a star; ? = inconclusive; . = not tested or not shown; & = joins results of further samples; [ ] = remark or other dose. Unless noted, the call rests on the fitted dose curve; in most records, active means well fitted curve in the direction sought with a large enough effect; inconclusive means small, poorly fitted or top-dose-only effect, or another doubt; inactive means no such curve, though single readings can be large; an effect the other way counts as inactive or inconclusive. An excerpt. The share of hits here may be higher or lower than overall.
Compound	JMJD2A Tudor inh	ERG-DNA inh	GLS inh	BAZ2B block	RGS4 inhibitor	PI4K2A block	12-LOX inh	G9a block	HP1b binding inh
O=C(NCc1cccnc1)c1ccc(NS(=O)(=O)c2ccccc2)cc1	-23%	17%	6%	-13%	9%	1	3%	23%	16%
O=S(=O)(Nc1ccc2cn[nH]c2c1)c1ccc(C(F)(F)F)cc1	-5%	6%	1%	4%	-2%	6	?	17%[2.33 µM]	45%[activator]
CC(=O)N1CCc2cc(S(=O)(=O)N3CCOCC3)ccc21	-3%	4%	18%	7%	-39%	4	-6%	16%	19%
Cc1sc2ncnc(NCC(c3ccco3)N3CCCC3)c2c1C (stereo not drawn)	-21%	-11%	3%	-36%	-12%	3	-30%	-7%[59 µM]	28%
COc1ccc(CNC(=O)Cc2cn(C)c3ccccc23)c(OC)c1	-18%	8%	?	-30%	3%	1	0%	-3%[12.7 µM]	-1%
COCCOC(=O)C1=C(C)Nc2nc(C)nn2C1c1ccccc1 (stereo not drawn)	-8%	-4%	2%	-3%	24%	4	0%	-1%	26%
COCCNS(=O)(=O)c1cccc2cccnc12	-14%	4%	0%	10%	5%	1	6%	-13%	32%
O=C(c1ccccc1)N1N=C(c2ccccc2)CC1c1ccccc1 (stereo not drawn)	-8%	0%	-12%	0%	-2%	0	1%	15%	15%
COc1cc(/C=C2\SC(=Nc3ccccc3)N(Cc3ccco3)C2=O)ccc1OC(C)C(=O)O (stereo not drawn)	?	.	79%[activator]	?	-23%	3	-17%	?	-25%
Cc1cc(C(=O)OC(C(=O)Nc2ccc(C)c(Cl)c2)c2ccccc2)c(C)o1 (stereo not drawn)	-24%	0%	0%	-6%	16%	3	-21%	13%	19%
CN1C(=S)SC2CS(=O)(=O)CC21C (stereo not drawn)	-6%	-9%	8%	6%	10%	-1	2%	21%[59 µM]	31%
CCNC1CCS(=O)(=O)C1 (stereo not drawn)	-8%	-2%	0%	1%	0%	5	12%	0%	29%
Cc1ccc(-c2cccc([C@H]3[C@@H]4C=CC[C@@H](C)[C@@H]4C(=O)N3Cc3ccccc3)c2)cc1	2%	17%	0%	.	-7%	0	?	5%[59 µM]	54%[activator]
CCN(CC)CCSc1nnc2c3cc(F)ccc3n(CC)c2n1	-21%	5%	-31%	?	-37%	-8	-25%	-34%[59 µM]	5%
O=S(=O)(c1cccs1)N1CN(C2CCCC2)c2nc3ccccc3nc21	-31%	-5%	5%	?	7%	-2	-19%	?	11%
O=C(CSc1n[nH]c(-c2ccncc2)n1)Nc1ccccc1Cl	-7%	-3%	-5%	7%	9%	-5	-8%	50µM*	8%
O=C(COC(=O)c1cccnc1SC(F)F)NC1CC1	7%	11%	-2%	9%	-28%	1	-2%	-10%[2.33 µM]	52%[activator]
CCOC(=O)CSC1=Nc2ccccc2C2=NC(CC(=O)NCc3ccccc3)C(=O)N12 (stereo not drawn)	-6%	5%	?	-6%	15%	15	10µM*	6%[59 µM]	27%
COc1ccccc1NC(=O)CSc1nnc(Cn2c(=O)sc3ccccc32)n1C	-13%	14%	7%	1%	11%	4	410%[activator]	?	47%[activator]
COC(=O)CSc1nnc(CNS(=O)(=O)c2ccc(Br)cc2)n1C	1%	0%	13%	-6%	10%	-2	-3%	?	33%
O=c1c([N+](=O)[O-])c[nH]c2ccccc12	-2%	-10%	-22%	5%	25%	-2	-3%	?	28%
O=C(Cc1ccc(F)cc1)N1CCC(c2nc3c(nnn3Cc3ccc(Cl)cc3)c(=O)[nH]2)CC1	-20%	0%	16%	-18%	-13%	-3	?	0%[59 µM]	28%
CCOc1ccc(C(=O)NC(C(=O)NCc2ccccc2OC)C(C)C)cc1 (stereo not drawn)	-2%	13%	-4%	-7%	4%	2	9%	5%	39%
Cc1cc(C)n(-c2ccc(C(=O)OCn3nnc4ccccc4c3=O)cc2)n1	11%	17%	-1%	-7%	-26%	4	21%	-15%	29%
O=C1CCN(Cc2ccccc2)CCN1[C@H](CO)c1ccccc1	-16%	8%	0%	5%	20%	-1	0%	.	49%[activator]
Cc1cc(C)c(S(=O)(=O)N2CCCC(C(=O)NC3CCCC3)C2)c(C)c1 (stereo not drawn)	7%	-2%	2%	-2%	24%	0	1%	8%	36%
CCCCNC(=S)NNC(=O)c1cc(C2CC2)nc2ccccc12	-17%	-1%	23%	-13%	-22%	-4	-3%	18%	25%
CC1=C(C(=O)N2CCOCC2)C(c2cc(C)ccc2C)NC(=S)N1 (stereo not drawn)	-13%	4%	4%	.	-21%	1	-13%	-32%	0%
O=C(NCc1ccccc1Cl)c1cnc2sc(N3CCOCC3)nn2c1=O	-5%	6%	15%	-3%	7%	-9	-6%	-17%[59 µM]	16%
COc1ccc(CNC(=O)N2CCN(c3ccccc3OC)CC2)cc1	-4%	-4%	-10%	-1%	3%	3	-18%	-5%	44%[activator]
CCCCC(CC)C(=O)N1CCN(C(=O)c2ccco2)CC1 (stereo not drawn)	-10%	2%	-1%	-15%	12%	-3	-2%	-2%	24%
CSc1c(C#N)c(N)nc2sc(C(=O)c3ccc(Cl)c(Cl)c3)c(N)c12	-6%	1%	2%	8%	1%	-5	.	.	26%
COCCCNC(=O)c1ccc([N+](=O)[O-])c(Cl)c1	-2%	13%	12%	-2%	20%	-1	4%	10%[59 µM]	30%
Cc1nc(C(=O)Nc2ccccc2)sc1C(=O)Nc1ccccc1	-25%	1%	-3%	-35%	-31%	0	-9%	-30%[12.7 µM]	-21%
Cc1nc(NCC2CCCO2)c2nnn(Cc3ccccc3)c2n1 (stereo not drawn)	2%	0%	-6%	-37%	17%	-10	-6%	-3%[59 µM]	14%
Cc1c(OCC(=O)NCCN2CCOCC2)ccc2c(-c3ccccc3)cc(=O)oc12	-8%	0%	-2%	0%	13%	0	-6%	19%[59 µM]	31%
COc1ccc(C2c3[nH]c4ccccc4c3CCN2C(=O)c2ccc(=O)n(C)n2)c(F)c1 (stereo not drawn)	?	-2%	-1%	?	-13%	-2	-3%	.	17%
CCC(C)(C)n1nnnc1C(c1ccccn1)N1CCCCC1 (stereo not drawn)	-27%	4%	1%	4%	6%	0	284%[activator]	-16%[59 µM]	6%
O=C(NCCc1ccccc1)c1ccc(CSc2nc3ccncc3n2Cc2cccc(F)c2)cc1	-19%	?	7%	-3%	0%	-5	-15%	?	45%[activator]
Cc1ccc(-n2c(SCC(=O)O)nc3sc4c(c3c2=O)CCCC4)cc1	-7%&-21%	-10%&6%	5%&2%	-25%&0%	19%&10%	0&1	0%&0%	4%	22%&23%
CCOC(=O)N1CCN(C(=O)c2cccc(OC)c2OC)CC1	-9%	-2%	7%	-1%	-28%	-6	0%	?	26%

# Arranged by length of the SMILES (descending): 10 of the compounds above.
Compound	JMJD2A Tudor inh	ERG-DNA inh	GLS inh	BAZ2B block	RGS4 inhibitor	PI4K2A block	12-LOX inh	G9a block	HP1b binding inh
COc1ccc(C2c3[nH]c4ccccc4c3CCN2C(=O)c2ccc(=O)n(C)n2)c(F)c1 (stereo not drawn)	?	-2%	-1%	?	-13%	-2	-3%	.	17%
O=C(NCCc1ccccc1)c1ccc(CSc2nc3ccncc3n2Cc2cccc(F)c2)cc1	-19%	?	7%	-3%	0%	-5	-15%	?	45%[activator]
Cc1c(OCC(=O)NCCN2CCOCC2)ccc2c(-c3ccccc3)cc(=O)oc12	-8%	0%	-2%	0%	13%	0	-6%	19%[59 µM]	31%
Cc1cc(C)c(S(=O)(=O)N2CCCC(C(=O)NC3CCCC3)C2)c(C)c1 (stereo not drawn)	7%	-2%	2%	-2%	24%	0	1%	8%	36%
Cc1ccc(-n2c(SCC(=O)O)nc3sc4c(c3c2=O)CCCC4)cc1	-7%&-21%	-10%&6%	5%&2%	-25%&0%	19%&10%	0&1	0%&0%	4%	22%&23%
O=C(NCc1ccccc1Cl)c1cnc2sc(N3CCOCC3)nn2c1=O	-5%	6%	15%	-3%	7%	-9	-6%	-17%[59 µM]	16%
COc1ccc(CNC(=O)N2CCN(c3ccccc3OC)CC2)cc1	-4%	-4%	-10%	-1%	3%	3	-18%	-5%	44%[activator]
CCCCNC(=S)NNC(=O)c1cc(C2CC2)nc2ccccc12	-17%	-1%	23%	-13%	-22%	-4	-3%	18%	25%
CCOC(=O)N1CCN(C(=O)c2cccc(OC)c2OC)CC1	-9%	-2%	7%	-1%	-28%	-6	0%	?	26%
CCC(C)(C)n1nnnc1C(c1ccccn1)N1CCCCC1 (stereo not drawn)	-27%	4%	1%	4%	6%	0	284%[activator]	-16%[59 µM]	6%

# Source: PubChem BioAssay (National Center for Advancing Translational Sciences (NCATS))
